TRHR agonist – agonists of human TRH receptor; P34981; TRHR cells, calcium flux fluo-8, FDSS agonist mode; activation, % at 2 µM; hit rate 0.18% among 360,000; AID 493084; in the data active means activation above about 30%; further: 0% is about no effect
Target sequence (P34981 whole entry, looked up): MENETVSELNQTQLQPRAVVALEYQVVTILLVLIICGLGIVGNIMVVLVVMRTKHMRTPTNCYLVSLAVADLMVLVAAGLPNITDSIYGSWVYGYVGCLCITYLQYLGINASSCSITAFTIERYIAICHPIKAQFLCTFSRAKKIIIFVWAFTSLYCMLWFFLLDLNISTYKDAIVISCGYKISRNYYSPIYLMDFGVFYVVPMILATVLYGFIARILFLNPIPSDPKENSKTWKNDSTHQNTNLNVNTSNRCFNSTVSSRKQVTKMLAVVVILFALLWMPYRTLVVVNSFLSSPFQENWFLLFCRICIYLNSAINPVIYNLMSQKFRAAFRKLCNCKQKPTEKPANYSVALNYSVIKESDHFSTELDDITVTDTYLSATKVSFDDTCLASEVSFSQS
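TRHR-expressing cells, plated overnight in medium with 10% serum, were loaded with fluo-8 calcium dye at room temperature. After a 10 s baseline, library compound was pin-added and calcium release was recorded kinetically (ex 480/em 530) as agonist response.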
PI4K2A inh – blocks human PI4K2A kinase activity | purified PI4K2A, ADP-Glo luminescence, 1 h; hits give low values | hit rate 0.13% among 420,000 | Q9BTU6 | activity change, negative = inhibition, % at 76.9 µM; in the data active means activity change below about -50%; inconclusive means mostly about -30% to -49%;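 further: -100% = wells without enzyme as full effect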
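ADP-Glo luminescence measured ADP generated by PI4K2A enzyme (4 ug/mL before mixing) with 1.2 mM PI substrate (pre-mix) and 300 microM ATP (pre-mix). Tris pH7.5 buffer with MgCl2, Triton X-100; 1 h reaction at ambient temperature.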
D2 agonist – D2 dopamine receptor (human) agonism | activation, % at 2 µM | hit rate 0.53% among 340,000 | HEK293 T-REx D2 cells, calcium flux agonist mode | P14416;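 active means activation over 3 SD above normal in the single-dose calcium agonist read, cut at about 30% in these data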; further: 0% is about no effect
Target sequence (P14416 whole entry, looked up): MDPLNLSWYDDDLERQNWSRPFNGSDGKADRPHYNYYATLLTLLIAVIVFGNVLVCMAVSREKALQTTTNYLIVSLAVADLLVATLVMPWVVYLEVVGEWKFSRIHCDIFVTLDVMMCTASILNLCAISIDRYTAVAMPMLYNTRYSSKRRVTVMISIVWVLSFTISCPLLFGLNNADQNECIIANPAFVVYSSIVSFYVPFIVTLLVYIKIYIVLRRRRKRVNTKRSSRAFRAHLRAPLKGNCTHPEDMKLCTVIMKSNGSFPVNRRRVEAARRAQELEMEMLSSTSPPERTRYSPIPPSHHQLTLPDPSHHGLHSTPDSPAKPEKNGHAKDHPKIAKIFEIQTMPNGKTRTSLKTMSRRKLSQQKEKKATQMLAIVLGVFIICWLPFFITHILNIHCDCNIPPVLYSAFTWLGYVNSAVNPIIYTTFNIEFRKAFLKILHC
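Calcium-flux readout, 1 cycle/sec over 180 s following compound pin transfer, in inducible HEK293 Trex D2 cells (force-coupled); dopamine controls included. Positive calcium responses during this window marked compounds as potential agonists.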
D2 antagonist – D2 dopamine receptor (human) antagonism; P14416; HEK293 TREx D2 cells, calcium flux, dopamine EC80; inhibition, % at 10 µM; hit rate 2% among 340,000; in the data active means inhibition above about 30%; further: 0% is about no effect
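Inhibition of EC80 dopamine-driven calcium flux, recorded kinetically, defines activity here; cells are a tetracycline-induced HEK293 T-REx line expressing force-coupled D2.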
TRHR PAM – allosteric enhancers of human TRH receptor; hit rate 0.66% among 360,000; enhancement, % at 2 µM; TRHR cells, fluo-8 calcium fluorescence, EC20 TRH enhancement; AID 493056; in the data active means enhancement above about 30%; further: 0% is about no effect
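TRHR-expressing cells loaded with fluo-8 calcium dye were read kinetically (ex 480/em 530) during compound addition, then stimulated with an EC20 of TRH (10 nM final). Enhancement of the Gq-mediated intracellular calcium response was scored.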
mIDH1 inhibitor – blocks human mutant IDH1 R132H enzyme | Potency, µM (titrated, usually from 76.6 µM), for the others: at the highest dose activity change, negative = inhibition, hits mostly inhibitors | O75874 | IDH1-R132H enzyme, NADPH consumption, diaphorase/resazurin fluorescence | AID 602179 | hit rate 0.093% among 390,000; further: potency means the concentration at half of the fitted maximal effect; on the % scale 0 is the no-effect control and ±100 the full control effect; nearly all actives have a fitted effect of over 65% in size
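IDH1-R132H (0.5 ug/mL) preincubated 30 min with compound, then NADPH (0.016 mM) and alpha-KG (2 mM) added; 80 min at RT, pH 7.5. Remaining NADPH coupled via diaphorase/resazurin to fluorescence (540/590 nm); concentration-response curves normalized to no-enzyme control.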
TrxR1 substrate – rat thioredoxin reductase 1 substrate activity. O89049. purified TrxR1 substrate turnover, NADPH consumption readout. Potency, µM (doses to about 114 µM), for inactives: top-dose activity change, negative = substrate turnover. hit rate 0.01% among 390,000. AID 588456; further: potency means the concentration at half of the fitted maximal effect; on the % scale 0 is the no-effect control and ±100 the full control effect; nearly all actives have a fitted effect of over 50% in size
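Rat TrxR1, dispensed at 90 nM, was prereduced with 400 uM NADPH (final) for 5 min at ~22 deg C, then incubated with compound 15 min before 400 uM selenite. A first-read NADPH fluorescence drop versus no-compound background flagged substrates.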
USP1-UAF1 inh – inhibitors of human USP1/UAF1 deubiquitinase; recombinant USP1/UAF1, Ub-Rhodamine cleavage fluorescence; O94782; hit rate 0.23% among 390,000; Potency, µM (top dose mostly 57.1 µM), for the others: at the top dose activity change, negative = inhibition, hits mostly inhibitors; further: potency means the concentration at half of the fitted maximal effect; on the % scale 0 is the no-effect control and ±100 the full control effect; nearly all actives have a fitted effect of over 60% in size; inactives centre near -12
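In this screen, compounds sit with the deubiquitinase complex (1nM) for 15 min at room temperature before Ub-Rho is added at 150nM final. Fluorescence rise is then followed for 6 reads every 60 seconds.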
TrxR1 inh – rat TrxR1 inhibition; O89049; recombinant rTrxR1, NADPH fluorescence consumption, selenite substrate; Potency, µM (top dose mostly 114 µM), for inactives: top-dose activity change, negative = inhibition, hits mostly inhibitors; hit rate 1% among 390,000; AID 588453; further: potency means the concentration at half of the fitted maximal effect; on the % scale 0 is the no-effect control and ±100 the full control effect; nearly all actives have a fitted effect of over 65% in size
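Rat TrxR1 (90 nM in the dispensed reagent) was pre-reduced with 400 uM NADPH for 5 min at room temperature, then incubated with compound for 15 min. After 400 uM selenite was added, NADPH fluorescence (Ex 340/Em 450 nm) was followed for 8 min.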
* = called active by the depositor; ? = inconclusive; . = not tested or not shown; & = joins results of further samples; [ ] = another dose, or the depositor's remark. Unless noted, the call rests on the fitted dose curve; in most records, active means well fitted inhibition curve with a large enough effect; inconclusive means small, poorly fitted or top-dose-only effect; inactive means no such curve, though single readings can be large or run the other way.

SMILES	TRHR agonist	PI4K2A inh	D2 agonist	D2 antagonist	TRHR PAM	mIDH1 inhibitor	TrxR1 substrate	USP1-UAF1 inh	TrxR1 inh
COc1ccc(C(=O)N(c2ccccn2)C2CCCCC2)c(OC)c1	0.1	3	0.8	-8	1	5%	-8%	0%	0%[57.1 µM]
COc1ccc(C)cc1Nc1nc(C)nc2c1oc1ccccc12	-1.6	1	-2.7	-1	-5	-2%	330%[activator]	-18%	78%[activator]
COc1ccc(C(=O)OCCN2C(=O)c3ccccc3C2=O)cc1OC	.	9	.	.	.	-16%	6%[57.1 µM]	-13%	13%[57.1 µM]
CCc1nn(CC(=O)NC(C)c2ccccc2)c(=O)c2cc3sccc3n12 (configuration not stated)	0.4	3	-0.4	.	-6	0%	-2%	9%	2%
CC(=O)Nc1ccc(S(=O)(=O)N2CCC(NC(=O)c3ccco3)CC2)cc1	0.1	0	-0.5	-10	3	2%	6%	-2%	14%
COc1ccccc1-c1oc2ccccc2c1C#CC1(O)CCCCC1	.	-7	.	.	.	-3%[38.3 µM]	55%[activator]	-21%	27%
COc1cccc(/C=C/C(=O)Oc2ccc(C(=O)c3ccc(F)cc3)cc2)c1	1.4	4	1.4	8	-2	-2%	0%	0%	-6%
Cc1ccc(-c2nc3c(=O)n(-c4ccccc4)c4c(c(=O)n(C)c(=O)n4C)c3o2)cc1	-0.8	2	-1.7	0	1	-1%	30%	-7%	-4%[57.1 µM]
CC1=C(c2cccc(Cl)c2)S(=O)(=O)NC1=NCc1ccccc1C	0.6	-5	-1.3	.	0	15%	2%	-15%	12%
O=C(CCCSc1nnc(SCCCC(=O)c2ccc(F)cc2)s1)c1ccc(F)cc1	2.8	-4	-0.3	6	1	2%	-6%	-8%	-1%
Cn1c(Nc2ccccc2)cc(=O)n(C)c1=O	0.0	-3	-0.2	-30	2	6%	1%	-12%	10%
Cc1nn(Cc2ccc(Cl)cc2)c2sc(C(=O)OCC(N)=O)cc12	0.6	-20	-1.1	9	10	8%	6%	-23%	8%
CCN(CC)Cc1cc(C(C)=O)ccc1O	0.2	-1	-0.2	-9	0	1%	-7%	-5%	8%[57.1 µM]
COc1cccc(CN2CCNC(=O)C2CC(=O)NCCc2ccccn2)c1 (configuration not stated)	0.8	-3	-1.3	-2	18	1%	4%[57.1 µM]	-18%	8%[57.1 µM]
O=S1(=O)CCC(NC(=S)N2CCCCCC2)C1 (configuration not stated)	1.2	-4	0.5	6	0	-5%	-6%	-5%	-11%
COc1ccc(C(=O)COC(=O)CCCC(=O)Nc2cc(C(F)(F)F)ccc2Cl)cc1	1.0	-1	-1.0	.	0	-7%	-7%	-35%	-7%
CC1CCN(C(=O)C2CCC(CNS(=O)(=O)c3cccc4cccnc34)CC2)CC1 (configuration not stated)	-0.5	.	-1.1	-10	-4	.	.	.	.
C/C(=N\Nc1ccc(F)cc1F)c1ccc(Br)s1	1.1	-1	0.3	-2	3	1%	-4%	-19%	-23%
CCCc1cc(C(=O)Nc2ccc(F)c(Cl)c2)no1	0.2	-19	0.5	35*	-1	4%	4%	?	29%
Cn1c(SCC(=O)O)nc2ccccc2c1=O	-0.8	10	0.2	-4	6	-7%	10%	-17%	20%

Some of the entries so far, as labelled records.
CC(=O)Nc1ccc(S(=O)(=O)N2CCC(NC(=O)c3ccco3)CC2)cc1
- TRHR agonist = 0.1
- PI4K2A inh = 0
- D2 agonist = -0.5
- D2 antagonist = -10
- TRHR PAM = 3
- mIDH1 inhibitor = 2%
- TrxR1 substrate = 6%
- USP1-UAF1 inh = -2%
- TrxR1 inh = 14%

COc1ccccc1-c1oc2ccccc2c1C#CC1(O)CCCCC1
- TRHR agonist = .
- PI4K2A inh = -7
- D2 agonist = .
- D2 antagonist = .
- TRHR PAM = .
- mIDH1 inhibitor = -3%[38.3 µM]
- TrxR1 substrate = 55%[activator]
- USP1-UAF1 inh = -21%
- TrxR1 inh = 27%

More compounds
SMILES	TRHR agonist	PI4K2A inh	D2 agonist	D2 antagonist	TRHR PAM	mIDH1 inhibitor	TrxR1 substrate	USP1-UAF1 inh	TrxR1 inh
CC1=C(C(=O)Nc2cccc(Cl)c2)C2(CCCCCC2)OC1=O	-0.3	0	0.2	.	-3	3%	7%[57.1 µM]	8%	23%[57.1 µM]
Cc1c(C(=O)OC2CCCC2C)[nH]c2c1C(=O)CCC2 (configuration not stated)	0.3	2	-1.5	7	-3	4%	5%[57.1 µM]	-20%	-3%[57.1 µM]
CCn1c(=O)n(CC)c2cc(N3CCCC3)c(NC(=O)c3cccc(OC)c3)cc21	-0.6	1	-0.2	12	-3	4%	-2%	-27%	-9%
Cc1ccc(C)c(NC(=O)CSc2nnc(-c3ccccc3C)o2)c1	0.0	-3	-0.3	21	-1	7%	11%	-7%	39%[activator]
COc1ccc(Cl)cc1NC(=O)c1sc(-n2nc(C)c(Cc3ccccc3)c2C)nc1C	0.2	0	1.9	.	4	-5%	-5%	-11%	18%
Cc1ccccc1-n1c(SCC(=O)NCC2CCCO2)nc2c([nH]c3ccccc32)c1=O (configuration not stated)	-0.3	1	-0.2	8	-7	-10%	6%	-18%	10%
CCCCN(C)CCCNC(=O)CN1C(=O)COc2ccc(S(=O)(=O)N3CCOCC3)cc21	0.7&-0.2	4&0	-0.4&0.3	-2	21&-2	0%&6%	-2%&1%	-12%&-4%	29%&-1%
COc1ccccc1NS(=O)(=O)c1cc(NC(=O)c2ccc(NC(C)=O)cc2)ccc1N1CCOCC1	.	-1	.	.	.	7%	-8%	-17%	-1%
CCOc1ccc(CNC(=O)c2cnc3c(C)cccn3c2=O)cc1	-0.3	7	0.2	.	0	11%	6%[57.1 µM]	-5%	16%[57.1 µM]
O=C(Nc1ccc2oc(-c3ccccc3)nc2c1)c1ccccc1F	-0.2	5	0.3	5	1	2%	25%	-15%	5%
Cc1ccc2c(c1)cc(CN(Cc1cccnc1)C(=O)NCc1ccccc1)c1nnnn12	-0.2	-2	4.7	-4	5	3%	-9%	-7%	-9%
Cc1ccc(-n2c(Cc3ccccc3)n[nH]c2=S)c(C)c1	-0.2	1	0.4	-12	-3	8%	-9%[57.1 µM]	-5%	-18%[57.1 µM]
O=C(NNC(=S)Nc1ccccc1Cl)c1ccccc1Cl	4.0	3	1.1	3	3	4%	2%	-14%	-12%
CCOC(=O)c1c(NC(=O)CN2C(=O)CN(C)C2=O)sc(C)c1C	-0.4	2	0.7	4	-3	7%	3%[57.1 µM]	-5%	8%[57.1 µM]
Cc1cc(C(=O)NNC(=O)/C=C/c2ccco2)c(C)o1	0.5	-11	1.0	-4	-2	0%	4%	-3%	2.8µM*
CC(C)(C)OC(=O)CNC(=O)c1[nH]cnc1C(=O)Nc1ccc(Cl)cc1	0.3	-1	-0.3	-11	18	-11%	-2%[57.1 µM]	?	-1%[57.1 µM]
COc1cc(C(=O)OCC(=O)N2CCCCC2C)cc(NC(=O)c2cccs2)c1OC (configuration not stated)	0.0	-13	-1.5	17	2	-13%	2%[57.1 µM]	0%	15%[57.1 µM]
O=c1ccc2c([nH]1)CCCCCCCCCC2	-0.8	-1	-1.0	17	-3	13%	7%[57.1 µM]	-6%	7%[57.1 µM]
COc1ccc(CNC(=O)c2cccc(NC(=O)c3ccccc3)c2)cc1	-0.3	1	0.6	-12	8	1%	1%	-10%	9%
CC1CC(CC(C)C(=O)NC(=S)Nc2ccc(S(N)(=O)=O)cc2)C(=O)O1 (configuration not stated)	0.9	7	0.4	10	-8	1%	0%[57.1 µM]	-24%	4%[57.1 µM]
O=C(OCCN1CCOCC1)c1ccc(OCCN2CCOCC2)cc1	0.5	-2	0.3	-8	5	1%	13%[57.1 µM]	2%	8%[57.1 µM]
O=C(Cc1ccccc1[N+](=O)[O-])NCc1ccc(Cl)cc1	-1.3	-1	-1.2	-6	16	4%	-6%	-4%	-4%
CCC(=O)NCCN1CCN(C(=O)CC)CC1	1.1	8	0.1	14	0	13%	2%	-16%	-3%
COc1ccc(/C(C)=N/N2C(C)CCCC2C)c(OC)c1 (configuration not stated)	-0.3	3	-1.4	-28	-5	5%	6%[57.1 µM]	0%	-3%[57.1 µM]
CCCCN(C(=O)CCCc1nc2ccccc2s1)c1c(N)n(CCCC)c(=O)[nH]c1=O	0.0	-2	-0.9	1	3	3%	-5%	-20%	7%
COc1ccc(-c2cc(C(=O)NCCCN3CCOCC3)c3cc(C(C)C)ccc3n2)cc1	0.3	2	-0.2	-7	-7	-8%	55%[activator][57.1 µM]	-8%	9%[57.1 µM]
C/C(N)=C(/C#N)C(=O)CSc1nncn1-c1ccccc1	0.9	1	1.2	-5	-2	-3%	1%	-1%	16%
CCOC(=O)c1c(C)nc(C)c(C(=O)OCC)c1-c1ccc(O)c(OC)c1	-0.6	-4	.	.	3	-9%	-7%[57.1 µM]	-4%	-16%[57.1 µM]
CC(C)CC(=NNC(=O)c1ccncc1)c1cc(Cl)ccc1O	.	4	.	.	.	0%	8%[57.1 µM]	28µM*	16%[57.1 µM]
CCC(C)NC(=O)c1ccc2nc(Cc3ccccc3)oc2c1 (configuration not stated)	-0.5	-3	-0.4	.	4	-3%	3%[57.1 µM]	-1%	14%[57.1 µM]
Cc1ccc(Cn2c(=N)n(CC(=O)c3ccc([N+](=O)[O-])cc3)c3ccccc32)cc1	0.4	-2	-1.3	12	-2	8%	1%	-10%	3%
O=S(=O)(CCSc1nc2ccccc2s1)c1nc2ccccc2s1	0.2	50	0.3	-8	-17	17%	-5%	-11%	?
CC1CCC/C(=N\NS(=O)(=O)c2ccccc2)C1 (configuration not stated)	-0.1	9	-1.1	1	2	-1%	6%	-13%	-14%
CCN1CCN(C(=O)CN2C(=O)c3cccc4cccc2c34)CC1	-1.4	6	-1.7	-6	-3	9%	5%	-8%	13%[57.1 µM]
O=C(Nc1ccccc1Oc1ccsc1C(=O)O)c1ccccc1	0.7	-2	-0.8	-3	3	8%	6%	-13%	24%
CCc1cccc(NC(=O)Cc2cn(C)c3ccccc23)c1	-0.4	1	-0.6	4	2	0%	13%[57.1 µM]	-26%	23%[57.1 µM]
Cc1cccc(CN2CCCC(C(=O)N3CCc4ccccc4C3)C2)c1 (configuration not stated)	0.3	2	0.6	26	0	-3%	-7%	-5%	-16%
